PfHsp90 yeast 2: growth inhibition of PfHsp90-expressing yeast, primary screen, antimalarial PfHsp90 inhibitor project, S. cerevisiae, BacTiter-Glo luminescence, single point, set 2; BacTiter-Glo ATP, 48 h; yeast lacking PDR1 and PDR3 efflux regulators; inhibition, % at 9.4 µM; actives 0.32% (n = 310,000);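 active means every replicate shows inhibition above about 80%, whatever the replicate mean, limit read from the data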;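 further: 0% = DMSO neutral controls and 100% = 20 µM radicicol positive controls; yeast relying on Plasmodium falciparum Hsp90 in place of its own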
SUMO Mot1 rescue: yeast Mot1-301 growth rescue at high temperature, primary screen, SUMOylation pathway inhibitor project, S. cerevisiae, ATP luminescence, 38.5C | S. cerevisiae Mot1-301 growth rescue; percent above DMSO median, 100 means doubled | growth rescue, % at 18.8 µM | actives 1% (n = 320,000);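 active means every valid replicate shows activation above 250% relative to neutral control wells; inactive means the rest, any valid replicate at or below 250%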;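 further: OY570 slx delta 5 strain wells were the positive control but not used for scaling; some compounds called inactive have numbers as strong as hits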
phage Ecoli inh: growth loss of phage-infected E. coli, primary screen, RecBCD inhibitor project, absorbance, with phage, HTS | actives 0.26% (n = 360,000) | inhibition, % at 11.9 µM; in the data active means inhibition above about 11%
MOR-DOR inv ag: inverse agonists of MOR-DOR heterodimerization, primary screen, cell-based, luminescence; Mu-type opioid receptor (Homo sapiens) + Delta-type opioid receptor (Homo sapiens), …; cell-based MOR-DOR heterodimer luminescence, inverse agonism; inhibition, % at 9.3 µM; actives 0.21% (n = 340,000); AID 504357, 2011; in the data active means inhibition above about 22%, passing the limit was not always enough;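 further: 0% = cells with DMSO and 100% = wells without cells with DMSO; values of inactives mirror those of a sister screen read the other way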
Target sequence (P35372 whole entry, looked up): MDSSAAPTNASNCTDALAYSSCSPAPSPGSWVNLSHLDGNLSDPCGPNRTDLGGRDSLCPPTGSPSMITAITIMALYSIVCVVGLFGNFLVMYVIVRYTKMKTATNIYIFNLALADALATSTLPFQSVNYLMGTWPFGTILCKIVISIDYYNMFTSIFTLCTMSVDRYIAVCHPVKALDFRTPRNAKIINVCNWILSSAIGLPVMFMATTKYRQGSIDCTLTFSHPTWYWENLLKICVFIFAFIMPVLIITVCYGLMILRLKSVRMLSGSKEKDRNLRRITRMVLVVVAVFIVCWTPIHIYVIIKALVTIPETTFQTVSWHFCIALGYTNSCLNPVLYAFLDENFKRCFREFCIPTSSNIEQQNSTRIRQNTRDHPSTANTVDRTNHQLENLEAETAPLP
Target sequence (P41143 whole entry, looked up): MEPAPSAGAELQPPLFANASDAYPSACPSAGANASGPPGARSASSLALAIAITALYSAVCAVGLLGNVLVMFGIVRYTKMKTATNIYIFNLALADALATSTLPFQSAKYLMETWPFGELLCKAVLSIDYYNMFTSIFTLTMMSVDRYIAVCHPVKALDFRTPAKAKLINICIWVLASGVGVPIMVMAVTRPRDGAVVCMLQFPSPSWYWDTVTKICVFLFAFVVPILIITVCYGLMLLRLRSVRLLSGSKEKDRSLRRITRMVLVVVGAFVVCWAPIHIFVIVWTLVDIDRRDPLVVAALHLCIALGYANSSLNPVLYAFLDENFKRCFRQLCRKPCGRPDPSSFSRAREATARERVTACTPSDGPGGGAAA
Tat transport: E. coli Tat export inhibitors, primary screen, MC4100, TorA-mCherry reporter, fluorescence, single point | actives 0.036% (n = 340,000) | inhibition, % at 10 µM | AID 488895, 2010;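 active means mean replicate inhibition at least 50% and at least half of replicates individually reaching 50%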;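 further: exported cargo escapes ClpAP degradation while cytoplasmic cargo is degraded and loses fluorescence; 0% = median of neutral control wells and 100% = median of NaSCN control wells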
MOR-DOR ag: agonists of OPRM1-OPRD1 heterodimerization, primary screen, cell-based, luminescence; AID 504326, 2011; activation, % at 9.3 µM; Mu-type opioid receptor (Homo sapiens) + Delta-type opioid receptor (Homo sapiens), …; cells; actives 0.3% (n = 340,000); in the data active means activation above about 18%;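 further: 0% = vehicle-treated cells and 100% = reference agonist; values of inactives mirror those of a sister screen read the other way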
Arrestin-AP2 inh: inhibitors of beta-arrestin/AP2 binding, primary screen, biochemical, GPCR trafficking, flow cytometry. actives 0.31% (n = 340,000). FITC-arrestin peptide / GST-AP2 beads; AP2 beta2 appendage carries R879A mutation. inhibition, % at 10 µM. AID 504490, 2011;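 active means inhibition above a set limit, near 3 SD of compounds lacking own fluorescence, cut at about 54% in these data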;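 further: plate controls were DMSO wells for no effect and 5 µM unlabelled arrestin peptide for full effect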
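Test system: GST-tagged AP2 beta2-adaptin appendage (R879A) on 4 µm glutathione beads; also added: fluorescein-tagged arrestin peptide at 50 nM final; timing: 12 min plus 1 h, RT; signal: flow cytometry, FL1 (488/535 nm); read-out: percent drop in bead-associated FITC signal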
PKA-R1A activ: activators of PKA-R1A holoenzyme, primary screen, biochemical, fluorescence polarization, Cy5-IP20, bovine R1A, mouse PKAc. AID 504707, 2011. activation, % at 11.4 µM. actives 0.083% (n = 340,000). PKA-R1A dissociation; scaled: DMSO 0%, 113 µM cGMP 100%. cAMP-dependent protein kinase type I-alpha regulatory subunit (Bos taurus) + …;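 active means percent activation above the mean of all tested compounds plus 3 SD, cut at about 19% in these data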;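 further: higher means more PKAc released from R1A so a rise in polarization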
Pemphigus Ab inh: inhibitors of pemphigus antibody binding to DSG3, primary screen, biochemical, bead-based, flow cytometry, scFv-GFP; Desmoglein-3 (Homo sapiens), P32926; DSG3-coupled beads, scFv-anti-DSG3-GFP binding; stronger effect = lower value; binding (percent of control), % at 10 µM; actives 0.48% (n = 310,000); AID 588358, 2011;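 active means binding more than 3 SD below its plate's average and above zero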;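 further: hits lower antibody fragment binding to DSG3; some compounds called inactive have numbers as strong as hits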
Ecoli viability: E. coli V3065 growth inhibition, primary screen, counter-screen for AddAB inhibitor project, absorbance, OD600 | 18 h | inhibition, % at 11.9 µM | actives 0.27% (n = 330,000);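 active means inhibition above the campaign's mean inhibition across all tested compounds plus 3 SD, cut at about 9.9% in these data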;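 further: uninfected addAB+ strain grown without phage in ampicillin broth; 0% = DMSO wells and 100% = ciprofloxacin 0.95 µg/ml wells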
AddAB inh: growth inhibition of E. coli expressing H. pylori AddAB, primary screen, AddAB inhibitor project, absorbance. AID 435030, 2010. inhibition, % at 11.9 µM. actives 0.29% (n = 330,000); in the data active means inhibition above about 12%;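 further: 0% = vehicle wells of infected cells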
Active calls of the source: *; nt = not tested or not shown.

#1 C(=N\C(/N=C/c1ccco1)c1ccco1)/c1ccco1
#2 CCc1nnc(NC(=O)C2CC(=O)N(CCc3ccccc3)C2)s1 (centres undefined)
#3 O=C(O)c1cccnc1C(=O)O
#4 Cc1cc(NC(=O)CN2C(=O)CC(c3ccco3)Sc3ccccc32)no1 (centres undefined)
#5 O=c1[nH]c2cc3c(cc2cc1CN(CCO)S(=O)(=O)c1ccccc1Cl)OCCO3
#6 CC1CCN(S(=O)(=O)c2ccc(S(=O)(=O)NCC(=O)C(C)(C)C)cc2)CC1
#7 CCCn1c(=O)[nH]c(=O)c2c1nc(-c1cccs1)n2CCOC
#8 COc1cc(C(=O)Nc2ccccc2NC(=O)c2cc(OC)c(OC)c(OC)c2)cc(OC)c1OC
entry no.	1	2	3	4	5	6	7	8
PfHsp90 yeast 2	-16	30	-1	6	-1	5	20	-19
SUMO Mot1 rescue	-9	5	19	-25	8	-15	9	-3
phage Ecoli inh	3.1	2.1	0.2	nt	1.6	-0.5	3.2	-0.9
MOR-DOR inv ag	-6	5	13	17	-4	-25	-3	9
Tat transport	-1	1	-1	-10	0	-4	-3	0
MOR-DOR ag	0.9	-1.0	-2.6	-3.2	0.7	4.3	0.6	-1.5
Arrestin-AP2 inh	2	23	0	10	-12	-8	37	47
PKA-R1A activ	9	-2	-6	3	-7	-8	-2	-4
Pemphigus Ab inh	113	100	98	100	100	104	95	92
Ecoli viability	0.8	-0.5	-1.3	-1.7	-0.6	2.4	-1.3	0.2
AddAB inh	2.0	1.4	0.3	1.0	-1.2	4.3	-0.3	-2.5

Grouped by structure: those above containing an NH in an aromatic ring
#5 O=c1[nH]c2cc3c(cc2cc1CN(CCO)S(=O)(=O)c1ccccc1Cl)OCCO3
#7 CCCn1c(=O)[nH]c(=O)c2c1nc(-c1cccs1)n2CCOC
entry no.	5	7
PfHsp90 yeast 2	-1	20
SUMO Mot1 rescue	8	9
phage Ecoli inh	1.6	3.2
MOR-DOR inv ag	-4	-3
Tat transport	0	-3
MOR-DOR ag	0.7	0.6
Arrestin-AP2 inh	-12	37
PKA-R1A activ	-7	-2
Pemphigus Ab inh	100	95
Ecoli viability	-0.6	-1.3
AddAB inh	-1.2	-0.3

Carrying on:
#9 Cc1ccc(C(=O)Nc2ccc(NC(=O)c3cccs3)cc2)c(C)c1
#10 CCC(CC)=C(C#N)C(=O)NC1CCCCC1
#11 COc1cc(C=C(c2nc3ccccc3s2)c2nc3ccccc3s2)cc(OC)c1O
#12 Cc1ccccc1NC(=S)N1CCC(C(=O)c2ccc(F)cc2)CC1
#13 CC(C)Oc1cccc(C(=O)NC2=NCCS2)c1
#14 Cc1cc(NC(=O)CSc2ncc(C(F)(F)F)cc2Cl)no1
#15 COc1ccc(N(CC(=O)NC2CCCCC2)C(=O)CCCC(=O)Nc2ccccn2)c(OC)c1
#16 N=C(N=C(N)N)N1CCc2ccccc21
entry no.	9	10	11	12	13	14	15	16
PfHsp90 yeast 2	-14	-16	6	10	-4	-12	0	-1
SUMO Mot1 rescue	6	3	-12	97	87	7	16	2
phage Ecoli inh	2.4	1.9	0.1	0.4	4.3	2.4	3.7	1.9
MOR-DOR inv ag	-19	3	14	14	3	21	8	19
Tat transport	1	-20	10	-5	0	-1	-4	-1
MOR-DOR ag	2.3	-0.6	-2.7	-2.5	-0.7	-4.3	-1.5	-4.2
Arrestin-AP2 inh	2	5	-3	27	-21	32	-8	22
PKA-R1A activ	12	-9	3	-2	-5	-2	-10	1
Pemphigus Ab inh	115	121	92	105	92	nt	104	93
Ecoli viability	3.2	1.6	-0.5	1.4	-0.9	0.5	-2.4	-0.7
AddAB inh	3.0	1.5	4.5	2.0	-1.8	-0.2	-1.6	1.4

#17 CCc1cc(CNC(=O)CC2C(=O)NCCN2Cc2cccc(OC)c2)on1 (centres undefined)
#18 CC(O)(CS(=O)(=O)Cc1ccccc1)c1ccccc1Cl (centres undefined)
#19 CCS(=O)(=O)N1CCC(C(=O)Oc2ccccc2Cl)CC1
#20 O=[N+]([O-])c1ccc2c(c1)oc1ccccc12
#21 CCCCC(C(=O)O)C(C)CC(=O)NNC(=O)c1ccco1 (centres undefined)
#22 CCn1c(=N)n(CC(=O)OC)c2ccccc21
#23 Cc1ccc(NC(=O)c2ccccc2NC(=O)CCC(=O)O)cc1
#24 O=S(=O)(c1ccc2c(c1)nc1n2CCC1)N1CCOCC1
entry no.	17	18	19	20	21	22	23	24
PfHsp90 yeast 2	9	15	-17	15	13	-12	-11	-62
SUMO Mot1 rescue	0	-16	-9	-3	-6	nt	6	3
phage Ecoli inh	3.9	1.8	0.5	2.1	3.9	1.4	3.6	3.0
MOR-DOR inv ag	0	6	5	-26	8	7	0	-2
Tat transport	-6	2	2	5	0	6	5	3
MOR-DOR ag	0.0	-1.4	-1.0	4.2	-1.5	-1.2	0.0	0.3
Arrestin-AP2 inh	-4	16	2	-4	11	1	-21	-4
PKA-R1A activ	-9	1	0	-3	-5	10	6	2
Pemphigus Ab inh	113	94	93	nt	98	111	109	103
Ecoli viability	-0.3	-0.9	-1.3	0.4	0.6	2.8	0.7	-0.5
AddAB inh	2.5	-0.6	-0.4	2.1	0.5	3.5	2.2	-0.6

In the list so far, five contain four or more nitrogen atoms:
#2 CCc1nnc(NC(=O)C2CC(=O)N(CCc3ccccc3)C2)s1 (centres undefined)
#7 CCCn1c(=O)[nH]c(=O)c2c1nc(-c1cccs1)n2CCOC
#15 COc1ccc(N(CC(=O)NC2CCCCC2)C(=O)CCCC(=O)Nc2ccccn2)c(OC)c1
#16 N=C(N=C(N)N)N1CCc2ccccc21
#17 CCc1cc(CNC(=O)CC2C(=O)NCCN2Cc2cccc(OC)c2)on1 (centres undefined)
entry no.	2	7	15	16	17
PfHsp90 yeast 2	30	20	0	-1	9
SUMO Mot1 rescue	5	9	16	2	0
phage Ecoli inh	2.1	3.2	3.7	1.9	3.9
MOR-DOR inv ag	5	-3	8	19	0
Tat transport	1	-3	-4	-1	-6
MOR-DOR ag	-1.0	0.6	-1.5	-4.2	0.0
Arrestin-AP2 inh	23	37	-8	22	-4
PKA-R1A activ	-2	-2	-10	1	-9
Pemphigus Ab inh	100	95	104	93	113
Ecoli viability	-0.5	-1.3	-2.4	-0.7	-0.3
AddAB inh	1.4	-0.3	-1.6	1.4	2.5
